# ssDAF-12 act: activates DAF-12 receptor from parasite S. stercoralis | HEK293 ssDAF-12/GRIP1 lit1-tk-luc reporter, luminescence; % of 3 µM dafachronic acid response | activation, % at 6.8 µM | 370,000 tested, 1% active;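 active = activation above the mean over all tested compounds plus 3 SD, cut at about 0.9% in these data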;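 also: 0% = DMSO-only wells and 100% = 3 µM delta7-dafachronic acid wells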
# DAX1 inh-1: inhibitors of DAX1 repression of SF-1 activated StAR promoter; HEK293T StAR-luciferase reporter, SF-1/DAX-1 repression relief; inhibition, % at 6.8 µM; 370,000 tested, 1.1% active; AID 652010;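 active = inhibition above the mean over all tested compounds plus 3 SD, cut at about 3.6% in these data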;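 also: 0% = DAX-1 cells with DMSO and 100% = cells lacking DAX-1 with DMSO; higher inhibition means more luminescence from relief of DAX-1 repression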
# PG9 binder: binds the HIV-1 gp120 antibody PG9 | inhibition, % at 6.7 µM | TR-FRET gp120-PG9 antibody binding | AID 624416 | 360,000 tested, 0.43% active; in the data active = inhibition above about 8.5%
# ADAM10 inh: inhibitors of human ADAM10; O14672; recombinant ADAM10, EDANS/DABCYL FRET peptide cleavage, 3 h; inhibition, % at 7 µM; 370,000 tested, 0.62% active;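 active = inhibition above a per-campaign cutoff equal to the mean of compounds falling between control-based bounds plus 3 SD, cut at about 20% in these data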;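 also: 0% = DMSO wells while the 100% control is not disclosed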
# hgDAF-12 ag: agonists of H. glycines DAF-12 nuclear receptor; HEK293 GAL4-hgDAF12 UAS-luciferase reporter, agonist luminescence; normalized to butyrate control; activation, % at 6.8 µM; 370,000 tested, 1.8% active; AID 687014;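 active = activation above a cutoff set at the mean of all screened compounds plus 3 SD, cut at about 10% in these data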;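 also: 0% = DMSO wells and 100% = sodium butyrate wells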
# hcDAF12 agonist: H. contortus DAF-12 activation, primary screen; HEK293 hcDAF-12 lit1-tk-luc reporter, luminescence; 0% DMSO, 100% Δ7-dafachronic acid; activation, % at 6.8 µM; 370,000 tested, 1.4% active; AID 652067;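 active = activation above the mean of all tested compounds plus 3 SD, cut at about 5.5% in these data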;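 also: 100% = response to 3 µM Δ7-dafachronic acid high control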
# FXN GAA850 act: increases GAA850 frataxin promoter reporter activity. 360,000 tested, 0.56% active. activation, % at 6 µM. HEK293 lucGAA850 FXN promoter luciferase reporter, 24 h; percent of 10 µM SAHA response;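 active = activation above the average of all compounds screened plus 3 SD, cutoff fixed separately per campaign, cut at about 7.5% in these data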;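 also: 0% = DMSO wells and 100% = 10 µM SAHA wells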
# ADAM17 inh: ADAM17 inhibition, QFRET primary screen; P78536; recombinant ADAM17, EDANS/DABCYL FRET peptide cleavage; inhibition, % at 6.95 µM; 370,000 tested, 0.83% active; AID 720648;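 active = inhibition above the mean of compounds lying between control limits plus 3 SD, set per campaign, cut at about 8.5% in these data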;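 also: 0% = DMSO-only wells as the low control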
# DAX1 inh-2: inhibitors of human orphan nuclear receptor DAX1 (NR0B1) | HEK293 Gal4-DAX1 luciferase reporter, luminescence | inhibition, % at 6.75 µM | 340,000 tested, 0.99% active | AID 504766;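 active = inhibition above the mean over all tested compounds plus 3 SD, cut at about 4.2% in these data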;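 also: 0% = DAX1-transfected cells with DMSO and 100% = empty-vector control cells with DMSO; inhibition shows as a rise in luminescence from relieved DAX1 repression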
# NPR1 activator: GC-A (human) enzyme activation | P16066 | activation, % at 10 µM | 370,000 tested, 0.14% active | AID 1671463 | HEK293 GC-A cells, cGMP TR-FRET, EC30 ANP; 0% at EC30 ANP, 100% saturating ANP; in the data active = activation above about 40%
# Target sequence (P16066 whole entry, looked up): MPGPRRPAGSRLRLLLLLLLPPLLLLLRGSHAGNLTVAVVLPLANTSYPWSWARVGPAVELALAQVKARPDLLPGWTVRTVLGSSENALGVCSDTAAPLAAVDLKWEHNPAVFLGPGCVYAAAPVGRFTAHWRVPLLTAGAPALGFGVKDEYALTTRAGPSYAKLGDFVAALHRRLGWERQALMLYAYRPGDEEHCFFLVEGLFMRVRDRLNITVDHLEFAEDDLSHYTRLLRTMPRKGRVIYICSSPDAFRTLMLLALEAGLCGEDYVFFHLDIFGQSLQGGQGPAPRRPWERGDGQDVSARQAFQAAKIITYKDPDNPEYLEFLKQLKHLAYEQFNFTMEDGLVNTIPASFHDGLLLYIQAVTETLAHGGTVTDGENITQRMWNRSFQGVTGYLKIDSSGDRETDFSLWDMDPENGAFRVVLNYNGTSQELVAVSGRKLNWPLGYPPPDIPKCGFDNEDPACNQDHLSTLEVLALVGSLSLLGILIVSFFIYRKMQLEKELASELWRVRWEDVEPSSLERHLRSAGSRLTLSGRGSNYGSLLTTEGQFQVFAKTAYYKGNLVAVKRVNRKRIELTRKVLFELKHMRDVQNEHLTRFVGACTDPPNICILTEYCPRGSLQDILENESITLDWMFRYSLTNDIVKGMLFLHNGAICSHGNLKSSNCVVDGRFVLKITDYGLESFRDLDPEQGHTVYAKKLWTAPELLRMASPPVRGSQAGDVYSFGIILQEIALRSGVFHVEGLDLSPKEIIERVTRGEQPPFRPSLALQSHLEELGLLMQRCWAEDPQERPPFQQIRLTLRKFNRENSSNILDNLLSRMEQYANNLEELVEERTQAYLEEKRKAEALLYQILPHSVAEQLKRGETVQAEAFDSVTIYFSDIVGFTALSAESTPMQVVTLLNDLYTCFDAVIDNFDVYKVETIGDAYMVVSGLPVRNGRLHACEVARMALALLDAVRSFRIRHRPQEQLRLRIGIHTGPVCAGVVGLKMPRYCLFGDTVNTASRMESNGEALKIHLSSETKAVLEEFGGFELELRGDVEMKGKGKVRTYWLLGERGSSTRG
# SMARCA2 activ: activators of SMARCA2 function. MG213 cells, MMTV-luciferase reporter, dexamethasone, overnight. activation, % at 9.1 µM. 370,000 tested, 1% active; in the data active = activation above about 7.8%;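 also: 0% = vehicle wells and 100% = reference activator wells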
# An asterisk follows results filed as active; i = inactive; · = not tested or not shown.
SMILES	PG9 binder	DAX1 inh-2	ADAM17 inh	DAX1 inh-1	SMARCA2 activ	FXN GAA850 act	NPR1 activator	ADAM10 inh	hcDAF12 agonist	hgDAF-12 ag	ssDAF-12 act
O=C(c1ccccc1F)N1CCN(c2ccc([N+](=O)[O-])c(NCc3cccnc3)c2)CC1	0.6	·	2	-0.5	-3	1.2	-4	7	-0.7	5.1	-1.9
COc1ccc(-c2cc3ccc(OCc4nn[nH]n4)cc3oc2=O)cc1	1.8	-1.3	i	1.1	-2	-0.8	10	i	-0.3	1.4	-1.0
O=C(Oc1ccc(C(=S)N2CCCCC2)cc1)c1ccccc1	0.7	·	-1	-0.1	1	2.9	-4	-6	-1.2	-2.5	-1.4
O=[N+]([O-])c1ccc(Sc2n[nH]c(-c3ccccc3)n2)nc1	-0.9	-0.3	1	-0.2	-2	2.9	-4	-3	-0.7	-0.4	-1.1
OCC1(CCOc2ccccc2)CCN(Cc2ccccc2OC(F)F)CC1	-2.6	0.7	-2	0.4	2	-2.6	-4	15	-0.3	-0.5	-1.2
COc1cccc(CNC(=O)CCS(=O)(=O)c2cccc3nsnc23)c1	0.9	0.4	-5	-0.5	-2	0.7	1	-2	-2.2	1.6	-0.8
CCOC(=O)C(=Cc1ccc(OCc2ccc([N+](=O)[O-])cc2)c(OC)c1)C(=O)OCC	-0.8	0.7	-4	0.1	-1	-1.1	13	0	0.8	5.9	-0.5
CN(CCOC(=O)c1cccc(F)c1)Cc1ccccc1	-0.9	1.8	-2	-0.2	0	1.3	-1	-5	-0.4	0.2	-1.1
O[C@@H]1CN(Cc2cccs2)[C@@H](c2ccc(Cl)cc2)C[C@H]1n1cc(-c2ccc(F)cc2)nn1	0.1	2.5	-4	0.4	-4	0.4	-17	-11	-0.6	-0.2	-1.1
CSc1ccc(C(=O)NCC(=O)O)cc1[N+](=O)[O-]	-2.7	-0.3	0	0.5	-3	0.5	2	10	0.0	-2.8	-0.3
CNC(=O)COC(=O)c1ccc(OCC(=O)Nc2ccccc2OC)c(OC)c1	-1.7	0.3	-2	0.3	4	3.5	0	1	0.5	2.6	-1.6
CC(C)CN(C(=O)CCNC(=O)c1ccc([N+](=O)[O-])cc1)C1CCS(=O)(=O)C1 (stereo not given)	0.3	0.4	5	0.2	-3	0.6	0	-2	1.1	-2.4	-1.4
C/C(=C\c1ccccc1)C(=O)NC1CCSC1=O (stereo not given)	-0.5	0.4	0	0.0	1	-0.5	0	3	0.9	4.4	-1.4
Cn1nc(C(F)(F)F)c(/C=N/OC(=O)c2ccccc2Cl)c1SCc1ccccc1Cl	-0.3	2.7	0	-0.5	-2	-1.4	-1	-1	-0.2	3.6	-1.6
Cc1sc2nc(CN(C(=O)NC3CCCCC3)C3CCCC3)[nH]c(=O)c2c1C	-2.5	-0.4	0	-0.4	7	1.1	-2	5	-0.3	-1.9	-1.0
O=C(Nc1ccc2c(c1)OCCO2)C1CCCN1C(=O)Nc1ccccc1 (stereo not given)	0.1	0.5	2	-0.1	6	-0.6	1	9	-0.5	0.6	-1.0
CC(C)N(Cc1cc2ccccc2[nH]c1=O)C(=O)c1cccc([N+](=O)[O-])c1	0.5	0.0	-6	-0.4	-2	-1.0	-2	1	-0.9	-1.6	-1.5
O=C(c1ccc(-n2cncn2)c([N+](=O)[O-])c1)N1CCN(S(=O)(=O)c2c(F)cccc2F)CC1	-0.3	-0.7	-1	-0.6	0	-0.3	1	0	0.6	-1.7	-1.1
CCCc1nnc(SCC(=O)N2CCCC(C)C2)n1CCCOC (stereo not given)	0.7	1.1	-3	0.0	-4	-0.9	3	-6	-0.4	-1.6	-0.3
O=C(N/N=C/C(Cl)=C/c1ccccc1)c1ccc2c(c1)OCO2	-3.0	0.1	-4	0.6	-2	2.0	-3	-61	1.2	1.8	-1.3
C[C@H]1[C@@H](OC(=O)Oc2ccc([N+](=O)[O-])cc2)CC[C@@]23CCCN2C(=O)CCC[C@@H]13	·	·	-5	·	·	·	-2	-5	-1.9	-0.9	-1.3
CCOC(=O)N1CCN(C(=O)c2ccc(Cl)c(S(=O)(=O)Nc3ccccc3)c2)CC1	2.3	0.3	-3	-1.3	1	2.5	-1	1	-0.5	-1.6	-0.9
COc1cc2c(cc1NC(=O)C(C)Sc1cccc[n+]1[O-])oc1ccccc12 (stereo not given)	-3.4	0.9	-2	1.3	4	7.4	4	0	9.6*	7.0	0.1
C=C1c2ccccc2S(=O)(=O)N(Cc2ccccc2)C1COCc1ccccc1 (stereo not given)	-1.6	0.0	-1	-0.2	1	0.7	-2	-1	0.6	-0.5	-1.5
COc1nn(CC(=O)N2N=C(C)CC2(O)C(F)(F)F)cc1[N+](=O)[O-] (stereo not given)	0.2	0.0	-4	0.3	-2	2.8	5	1	0.9	-3.0	-1.3
O=C(NCCN1CCCC1)C1CC(=O)N(C2CCCCC2)C1 (stereo not given)	1.7	1.2	0	-0.3	1	0.3	1	-2	0.2	3.3	-0.7
CCOC(=O)Cn1c(=O)oc2cc(S(=O)(=O)NCCC(C)C)ccc21	0.2	-0.1	-6	0.0	0	1.2	-7	-23	-0.4	-0.7	-1.8
CC(=O)N1c2ccccc2N=C(c2ccc(C(F)(F)F)cc2)C1C(=O)NC1CCCC1 (stereo not given)	-1.9	·	-5	2.6	1	·	-3	-26	2.4	6.0	-0.7
CCc1cc2c(-c3ccccc3)cc(=O)oc2cc1OC(C)C(C)=O (stereo not given)	-1.9	1.4	-5	-0.7	-1	1.6	-10	-22	-0.5	-0.5	-1.3
CCOC(=O)C1CCN(C(=O)c2cc3cc4cc(OC)ccc4nc3o2)CC1	-2.6	0.7	-74	0.2	1	1.4	17	-205	0.0	3.2	-0.9
CC1(C)CC(=O)C2=C(C1)Oc1ncn3nc(-c4cccnc4)nc3c1C2c1ccccc1 (stereo not given)	-0.6	0.9	-4	0.2	0	-0.3	-9	1	-1.5	0.3	-1.0
Cc1ccc(CSCCNC(=O)CN(c2ccccc2)S(C)(=O)=O)cc1	-2.0	0.5	-2	-0.8	0	2.7	3	-12	-1.2	-1.8	-1.0
Nc1ccc(C(=O)N/N=C/c2c[nH]c3ccccc23)cc1	-5.9	1.1	-2	-0.2	5	0.9	-9	-7	4.0	4.2	-1.1
NC(=O)C1CCCN(C(=O)c2ccc(-c3cccc(Cl)c3Cl)o2)C1 (stereo not given)	1.4	0.2	0	5.6*	0	3.2	-2	0	2.5	10	0.0
Cc1ccc(NC(=O)Cn2cc(S(=O)(=O)c3ccc(C)cc3)c(=O)c3cc(F)ccc32)cc1	13*	-0.1	0	-0.8	-1	-3.3	0	-7	-1.3	2.2	-1.2
CCC(=O)N1N=C(c2ccc(NS(C)(=O)=O)cc2)CC1c1ccc(C)cc1 (stereo not given)	-0.8	1.9	i	1.1	3	4.3	-8	i	-1.8	5.3	-1.3
C[C@@H]1CN([C@@H](C)CO)S(=O)(=O)c2ccc(Br)cc2O[C@@H]1CN(C)S(=O)(=O)c1cn(C)cn1	-0.1	3.0	-3	1.3	4	3.0	2	-21	-1.6	-1.5	-0.3
COc1nc2ccccc2nc1N1CCN(Cc2ccc3c(c2)OCO3)CC1	-1.6	-1.2	-5	-0.3	-3	-2.0	-11	1	0.8	0.3	-0.1
CCOc1cc(S(=O)(=O)N2CCC(c3nc4ccccc4s3)CC2)c(OCC)cc1S(=O)(=O)N1CCCCC1	0.9	1.5	-1	1.0	0	-0.8	3	-3	1.0	2.3	-1.2
CCC(=O)N1CCCC(C(=O)Nc2nc3ccccc3[nH]2)CC1 (stereo not given)	-1.1	·	3	2.2	5	1.8	11	8	1.1	1.2	-1.1
Cc1ccccc1/C=N/NC(=O)Cc1ccc(Cl)cc1	-0.2	0.4	0	-0.2	-2	-1.4	-1	1	-1.3	-0.5	-1.1
CCS(=O)(=O)N1CCC(C(=O)NCCc2ccccc2)CC1	0.0	1.1	-5	0.0	0	1.3	2	-4	-0.5	-0.3	-1.4
CCC12CN3CCN(CC(C3)/C1=N\NC(=O)c1ccc(C(C)(C)C)cc1)C2	-3.3	3.7	0	0.1	4	0.6	1	1	-0.5	-1.3	-1.4
Cc1cc2c(cc(C(=O)OCC(=O)NC3CCCCC3)n2C)o1	0.5	-0.2	1	0.9	0	2.5	-1	4	-1.3	1.5	-1.3
CC(=O)CCCC(NS(=O)(=O)CCC(Cl)(Cl)Cl)c1ccccc1 (stereo not given)	0.6	2.6	0	0.1	0	1.1	3	3	-0.5	1.0	-0.6
Clc1cccc(Cc2c(-c3cccc(Br)c3)nc3c4ccccc4ccn23)c1	1.1	·	-5	1.2	-2	·	-1	-16	6.1*	2.6	-0.5
Cc1nn(-c2ccc(Cl)c(Cl)c2Cl)c(=O)c2ccccc12	-1.8	-1.2	5	0.2	-3	1.3	-4	16	-2.1	-5.5	-1.2
COc1ccc(CC(=O)Nc2cc(C)ccn2)cc1	0.8	-0.3	-1	-0.1	0	6.6	-1	-5	1.8	5.4	-0.6
CC(=O)N1N=C2c3ccccc3CCC2C1c1ccc(F)cc1 (stereo not given)	-3.1	·	-1	0.1	4	0.2	-4	3	3.8	1.0	-0.2
COc1ccc(C#Cc2ccc(C3=CC(=O)CC(C)(C)C3=O)cc2)cc1	4.5	0.0	-2	1.3	0	2.0	9	-3	1.2	8.9	-0.4
CC(C)Cn1c2c(c(=O)[nH]c1=O)C(C(F)(F)F)(C(F)(F)F)N=C(CCC1CCCCC1)N2	0.3	1.2	-1	-0.9	0	1.0	5	2	1.1	-2.5	-1.1
CCCC(=O)Nc1ccc(C#Cc2ccccc2)cc1	-0.5	0.7	1	1.6	1	1.5	10	6	-0.7	12*	-1.0
Cc1ccc(S(=O)(=O)N2C(=O)CCC2C(=O)N2CCCCC2)cc1 (stereo not given)	0.9	1.1	-2	0.4	-3	1.0	-1	3	1.6	1.1	0.1
Cc1cccc(C(=O)NCc2nnc(SCC(=O)NC3CCCC3)n2C)c1	-2.1	-1.1	0	0.0	2	-1.4	7	6	-1.6	-1.4	-0.5
Cc1cc(N)n(-c2ccccn2)n1	-0.6	0.1	-6	0.1	0	1.5	0	4	3.4	3.0	0.6
O=C(O)CCNC(=O)/C(=C/C=C/c1ccccc1)NC(=O)c1ccccc1	-3.6	0.5	0	0.4	-4	-1.9	3	-13	-1.8	-1.9	-1.1

# Pulled by structure from the entries so far:
SMILES	PG9 binder	DAX1 inh-2	ADAM17 inh	DAX1 inh-1	SMARCA2 activ	FXN GAA850 act	NPR1 activator	ADAM10 inh	hcDAF12 agonist	hgDAF-12 ag	ssDAF-12 act
CC(C)Cn1c2c(c(=O)[nH]c1=O)C(C(F)(F)F)(C(F)(F)F)N=C(CCC1CCCCC1)N2	0.3	1.2	-1	-0.9	0	1.0	5	2	1.1	-2.5	-1.1
O=C(O)CCNC(=O)/C(=C/C=C/c1ccccc1)NC(=O)c1ccccc1	-3.6	0.5	0	0.4	-4	-1.9	3	-13	-1.8	-1.9	-1.1
